rTrxR1 inhibitor = blocks rat thioredoxin reductase 1 | O89049 | recombinant rTrxR1, NADPH fluorescence consumption, selenite substrate | Potency, µM (titrated, usually from 114 µM), without a hit: top-dose activity change, negative = inhibition, most hits filed as inhibitors | AID 588453 | 390,000 compounds, 1% hits; note: potency is the fitted concentration of half-maximal effect; % is set by controls: 0 for no effect and ±100 for the full control effect; nearly all actives have a fitted effect of over 65% in size
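Rat TrxR1 (90 nM in the dispensed reagent) was pre-reduced with 400 uM NADPH for 5 min at room temperature, then incubated with compound for 15 min. After 400 uM selenite was added, NADPH fluorescence (Ex 340/Em 450 nm) was followed for 8 min.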
D2 antag = antagonists of human D2 dopamine receptor; HEK293 TREx D2 cells, calcium flux, dopamine EC80; inhibition, % at 10 µM; 340,000 compounds, 2% hits; AID 485344; in the data active = inhibition above about 30%; note: 0% is about no effect
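In this primary screen, negative modulation is detected by tracking calcium flux after an EC80 dopamine challenge in inducible HEK293 T-REx D2 cells preexposed to test compound for 180 s.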
TRHR enhancer = allosterically enhances the human TRH receptor; TRHR cells, fluo-8 calcium fluorescence, EC20 TRH enhancement; enhancement, % at 2 µM; 360,000 compounds, 0.66% hits; in the data active = enhancement above about 30%; note: 0% is about no effect
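Enhancer read-out: after compound pinning and an initial kinetic agonist-mode read, an EC20 of TRH (10 nM final) was injected and fluo-8 calcium signal (Ex 480/Em 530) followed at 1 s/cycle for 100 cycles in TRHR-expressing cells.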
PI4K2A block = PI4K2A (human) kinase inhibition. Q9BTU6. purified PI4K2A, ADP-Glo luminescence, 1 h; stronger effect = lower value. activity change, negative = inhibition, % at 76.9 µM. 420,000 compounds, 0.13% hits; in the data active = activity change below about -50%; inconclusive = mostly about -30% to -49%;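 note: -100% = wells without enzyme as full effect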
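In this quantitative HTS, ADP production by PI4K2A was quantified luminescently after 1 h at ambient temperature; 100 microM adenosine served as plate-quality control.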
USP1 inh = inhibitors of human USP1/UAF1 deubiquitinase | recombinant USP1/UAF1, Ub-Rhodamine cleavage fluorescence | Potency, µM (doses to about 57.1 µM), inactives show at the top dose activity change, negative = inhibition, hits mostly inhibitors | 390,000 compounds, 0.23% hits; note: potency is the fitted concentration of half-maximal effect; % is set by controls: 0 for no effect and ±100 for the full control effect; nearly all actives have a fitted effect of over 60% in size; inactives centre near -12
Target sequence (O94782 whole entry, looked up): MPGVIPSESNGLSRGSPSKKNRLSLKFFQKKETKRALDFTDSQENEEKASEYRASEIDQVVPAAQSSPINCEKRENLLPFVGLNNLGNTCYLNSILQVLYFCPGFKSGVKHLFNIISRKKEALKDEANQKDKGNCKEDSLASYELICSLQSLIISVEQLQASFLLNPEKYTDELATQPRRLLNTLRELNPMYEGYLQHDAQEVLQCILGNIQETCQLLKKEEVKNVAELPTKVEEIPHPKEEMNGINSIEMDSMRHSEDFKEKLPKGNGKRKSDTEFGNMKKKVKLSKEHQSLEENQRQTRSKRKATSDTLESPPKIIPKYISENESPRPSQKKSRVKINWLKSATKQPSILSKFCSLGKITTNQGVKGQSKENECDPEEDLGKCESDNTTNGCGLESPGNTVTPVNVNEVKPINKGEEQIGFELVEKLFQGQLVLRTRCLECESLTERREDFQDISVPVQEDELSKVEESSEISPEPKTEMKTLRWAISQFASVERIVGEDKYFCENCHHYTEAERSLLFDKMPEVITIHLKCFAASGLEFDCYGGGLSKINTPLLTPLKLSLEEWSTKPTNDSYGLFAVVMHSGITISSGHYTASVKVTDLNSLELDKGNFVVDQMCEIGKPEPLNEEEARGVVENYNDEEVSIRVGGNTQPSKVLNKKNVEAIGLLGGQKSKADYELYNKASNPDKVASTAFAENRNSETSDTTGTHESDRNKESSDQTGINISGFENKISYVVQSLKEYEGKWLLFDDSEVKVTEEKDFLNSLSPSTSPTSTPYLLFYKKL
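USP1/UAF1 complex at 1 nM was preincubated with compound for 15 min at room temperature, then Ub-Rho substrate (150nM final) was added. Fluorescence (480/540 nm) was read kinetically, 6 reads every 60 seconds.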
TrxR1 substrate = is turned over as a substrate by rat TrxR1 | 390,000 compounds, 0.01% hits | Potency, µM (highest dose often 114 µM), inactives show top-dose activity change, negative = substrate turnover | purified TrxR1 substrate turnover, NADPH consumption readout | O89049; note: potency is the fitted concentration of half-maximal effect; % is set by controls: 0 for no effect and ±100 for the full control effect; nearly all actives have a fitted effect of over 50% in size
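Rat TrxR1, dispensed at 90 nM, was prereduced with 400 uM NADPH (final) for 5 min at ~22 deg C, then incubated with compound 15 min before 400 uM selenite. A first-read NADPH fluorescence drop versus no-compound background flagged substrates.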
D2 ag = D2 dopamine receptor (human) agonism | P14416 | activation, % at 2 µM | HEK293 T-REx D2 cells, calcium flux agonist mode | AID 485358 | 340,000 compounds, 0.53% hits;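 active = activation over 3 SD above normal in the single-dose calcium agonist read, cut at about 30% in these data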; note: 0% is about no effect
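Agonism scored from kinetic calcium signal (1 read/sec, 180 s) following compound pin transfer, after a 10 s baseline. Cells: HEK293 Trex line expressing inducible D2 receptor coupled to calcium, dye-loaded after overnight culture at 30 C.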
mIDH1 inhibitor = blocks human mutant IDH1 R132H enzyme; O75874; IDH1-R132H enzyme, NADPH consumption, diaphorase/resazurin fluorescence; Potency, µM (doses to about 76.6 µM), inactives show at the highest dose activity change, negative = inhibition, hits mostly inhibitors; 390,000 compounds, 0.093% hits; note: potency is the fitted concentration of half-maximal effect; % is set by controls: 0 for no effect and ±100 for the full control effect; nearly all actives have a fitted effect of over 65% in size
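IDH1-R132H (0.5 ug/mL dispensed) in pH 7.5 Tris buffer was preincubated 30 min with compound, then given a substrate mix of 0.016 mM NADPH and 2 mM alpha-KG for 80 min at room temperature; remaining NADPH was read by diaphorase/resazurin fluorescence.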
TRHR ag = activates the human TRH receptor; 360,000 compounds, 0.18% hits; TRHR cells, calcium flux fluo-8, FDSS agonist mode; activation, % at 2 µM; in the data active = activation above about 30%; note: 0% is about no effect
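Steps: seed TRHR cells overnight; add fluo-8 no-wash Ca dye, RT 30 min–1.5 h; record 10 s baseline; pin-transfer compounds; monitor fluorescence 1 cycle/s for the agonist window. Calcium increases flag candidate agonists.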
* = called active by the depositor; ? = inconclusive; . = no result given; & = joins results of further samples; [ ] = remark or other dose. Unless noted, calls come from the whole dose curve; as a rule, active = well fitted inhibition curve with a large enough effect; inconclusive = small, poorly fitted or top-dose-only effect; inactive = no such curve, though single readings can be large or run the other way.

SMILES	rTrxR1 inhibitor	D2 antag	TRHR enhancer	PI4K2A block	USP1 inh	TrxR1 substrate	D2 ag	mIDH1 inhibitor	TRHR ag
COc1ccc(-c2nn(CCC#N)cc2C(=O)Nc2cccc(C(=O)O)c2)cc1[N+](=O)[O-]	23%	-14	9	-2	-14%	4%	-0.5	-10%	0.3
Cc1cccc(NC(=O)CN2CCN(C(=O)CN3C(=O)NC4(CC(C)CC(C)(C)C4)C3=O)CC2)c1C (stereo unspecified)	14%	.	.	-1	-23%	-1%	.	3%	.
CSCCCNC(=O)c1ccc(OC2CCN(CCc3ccccc3)CC2)cc1	7%	-2	7	-3	-6%	2%	-1.2	-13%	-2.0
COc1ccc(S(=O)(=O)N(C)CC(=O)Nc2ccc3c(c2)OCO3)cc1	11%	-5	6	-1	-23%	0%	-1.5	3%	-0.2
O=C(CCC(=O)CCN1CCCCC1)CCN1CCCCC1	1.8µM*	17	8	-5	-5%	8%[57.1 µM]	-0.1	0%	0.0
Cc1cc(OCC(=O)NNC(=S)NCC2CCCO2)cc(C)c1Cl (stereo unspecified)	-12%	-5	9	3	-5%	-9%	1.0	-1%	-2.2
CC(C)(C)c1ccc(OCC(O)CN2CCN(c3ccccn3)CC2)cc1 (stereo unspecified)	34%	87*	2	-9	-14%	1%	86*	5%	0.2
COCCNC(=O)C1CCCN(S(=O)(=O)c2ccc3c(c2)CC(C)N3C(=O)C2CC2)C1 (stereo unspecified)	5%	-19	0	3	-24%	4%	-0.6	9%	-0.4
Cc1ccc(C)c(CN2C(=O)CSc3ccc(C(=O)NCCc4ccc(Cl)cc4)cc32)c1	11%	.	13	1	?	0%	0.6	-9%	0.1
COc1cc(C(=O)Nc2nnc(C)s2)c([N+](=O)[O-])cc1OC	8%[57.1 µM]	27	-4	3	6%	5%[57.1 µM]	0.0	14%	1.2
COc1cc(CNc2nc3ccccc3[nH]2)cc(OC)c1OC	-8%[57.1 µM]	1	2	2	-7%	3%[57.1 µM]	-0.1	7%	0.1
CCCCCC(=O)Nc1ccc(N2CCN(S(C)(=O)=O)CC2)cc1	18%[57.1 µM]	5	1	6	7%	3%[57.1 µM]	1.3	1%	0.1
COc1ccccc1N1C(=NC(=O)C(C)Oc2ccccc2)SC2CS(=O)(=O)CC21 (stereo unspecified)	15%	4	3	-3	-10%	-1%	0.3	14%	0.1
Cc1ccnc(NC2c3ccccc3C(=O)N2Cc2ccccc2Cl)c1 (stereo unspecified)	20%[57.1 µM]	-4	20	-1	-19%	-10%[57.1 µM]	-0.3	15%	0.1
Cc1ccc(C)c(-n2c3nc(=O)[nH]c(=O)c-3cc3c(C)nn(-c4ccccc4)c32)c1	4%	.	-4	-1	-12%	82%[activator]	0.1	15%	1.4
CC(=O)OCC(=O)C12OC(C)(C)OC1CC1C3CC=C4CC(O)CCC4(C)C3CCC12C (stereo unspecified)	16%	.	.	-15	-2%	6%	.	3%	.
COc1ccc(CNC(=O)C2CCN(S(=O)(=O)c3ccc(F)cc3)CC2)cc1	10%	.	0	3	-7%	5%	-1.8	35%[activator]	-0.3
O=C1CCc2cc(S(=O)(=O)N3CCN(Cc4ccc5c(c4)OCO5)CC3)ccc2N1	-8%	-7	-3	6	-2%	1%	9.0	1%	0.4
COc1ccc(/C=C2\SC(N3CCc4ccccc4C3)=NC2=O)cc1OC	22%	53*	-1	?	-12%	9%	0.0	5%	-0.6
Cc1ccc(C(NC(=O)N2CCCC2)C(Cl)Cl)cc1F (stereo unspecified)	11%[57.1 µM]	25	10	8	-5%	4%[57.1 µM]	-0.8	10%	-0.8

Fetched by compound from the list above (4):
SMILES	rTrxR1 inhibitor	D2 antag	TRHR enhancer	PI4K2A block	USP1 inh	TrxR1 substrate	D2 ag	mIDH1 inhibitor	TRHR ag
COc1cc(C(=O)Nc2nnc(C)s2)c([N+](=O)[O-])cc1OC	8%[57.1 µM]	27	-4	3	6%	5%[57.1 µM]	0.0	14%	1.2
O=C1CCc2cc(S(=O)(=O)N3CCN(Cc4ccc5c(c4)OCO5)CC3)ccc2N1	-8%	-7	-3	6	-2%	1%	9.0	1%	0.4
Cc1cccc(NC(=O)CN2CCN(C(=O)CN3C(=O)NC4(CC(C)CC(C)(C)C4)C3=O)CC2)c1C (stereo unspecified)	14%	.	.	-1	-23%	-1%	.	3%	.
CC(=O)OCC(=O)C12OC(C)(C)OC1CC1C3CC=C4CC(O)CCC4(C)C3CCC12C (stereo unspecified)	16%	.	.	-15	-2%	6%	.	3%	.

(more compounds)
SMILES	rTrxR1 inhibitor	D2 antag	TRHR enhancer	PI4K2A block	USP1 inh	TrxR1 substrate	D2 ag	mIDH1 inhibitor	TRHR ag
O=C(NCc1ccc(F)cc1)c1cc(-c2ccncc2)nc2ccccc12	8%	6	-5	-1	-4%	-6%	0.7	2%	-0.3
CC1(C(=O)OCC(=O)NNC(=O)COc2ccc(Cl)cc2)CC1(Cl)Cl (stereo unspecified)	-1%	14	-5	6	-17%	-4%	0.9	3%	-0.2
CCC1Oc2ccc(C)cc2N(CC(=O)NCCc2ccccc2)C1=O (stereo unspecified)	18%[57.1 µM]	.	0	-11	-4%	2%[57.1 µM]	0.3	-4%	-0.5
CC(C)Cn1cnc2c1c(=O)n(CC(O)c1ccccc1)c(=O)n2CC(C)C (stereo unspecified)	20%	-13	10	5	-6%	-3%	0.4	9%	-0.5
O=C1CCN(C(=O)Nc2ccccc2Cl)N1	?	-11	10	1	-17%	11%	0.4	0%	0.6
CN(CC(=O)Nc1ccc(F)c(F)c1F)C1CCCCC1	8%	-5	8	-2	-7%	-7%	-1.0	4%	0.2
Cc1cc(=O)c2cc(NC(=O)c3ccccc3Cl)ccc2[nH]1	5%[57.1 µM]	6	-7	5	-8%	-10%	-1.0	7%	0.2
Nc1ccc2c(c1)C(=O)c1cc(N)c(Cl)cc1-2	7%	.	.	-1	-20%	-4%[57.1 µM]	.	3%	.
O=C(CSc1nnc(-c2ccc(F)cc2)o1)NC1CCCC1	-9%	-3	-3	18	-15%	-9%	0.2	-5%	-0.2
CCC1CCc2c(sc(NC(=O)c3cnccn3)c2C(N)=O)C1 (stereo unspecified)	-10%	-6	0	-2	-5%	2%	0.4	2%	0.0
Cc1cccc(CSc2ncc(CO)n2Cc2ccc(F)cc2)c1	6%[57.1 µM]	.	0	-5	-25%	-1%[57.1 µM]	.	-9%	-0.4
CCOc1ccc(-c2nonc2NC(=O)c2oc3ccc(Br)cc3c2C)cc1	5%	.	2	4	-3%	-3%	-0.4	7%	1.3
Cc1cccc(S(=O)(=O)Nc2nc3ccccc3nc2NCc2ccc3c(c2)OCO3)c1	-20%	-6	3	3	-4%	24%	0.5	7%	0.4
CCc1ccc(CNC(=O)CCc2nnc(Cc3cccc(C(F)(F)F)c3)o2)nc1	12%	15	-6	7	-10%	-2%	1.7	8%	0.7
Cn1cc([N+](=O)[O-])c(C(=O)NCc2cc3cc(Cl)ccc3[nH]2)n1	13%	3	3	2	-14%	3%	1.2	-7%	0.5
CCC(=O)Nc1ccc(C(=O)CSc2nnc(-c3ccc(O)cc3)n2CC2CCCO2)cc1 (stereo unspecified)	2%	-11	3	5	-4%	0%	0.1	4%	0.9
COc1ccccc1N1CCN(c2c3c(nc4nncn24)CCC3)CC1	6%	.	-1	-8	-17%	-5%	0.1	.	-1.2
COc1cc(C)ccc1OCCOc1c(C)cc(Cl)cc1Cl	15%	7	-3	-2	-17%	2%	0.2	3%	0.5
O=C(CSc1nc2ccccc2o1)NCc1ccco1	-3%	1	-7	-3	-28%	-2%	0.4	15%	0.0
CCC(C)NC(=O)c1cccc(OCc2c(C)noc2C)c1 (stereo unspecified)	2%[57.1 µM]	1	-2	-2	4%	4%[57.1 µM]	-0.3	4%	-0.6
CCCc1nc(SCC(=O)NCC2CCCO2)c2c(=O)n(C)c(=O)n(C)c2n1 (stereo unspecified)	13%	1	2	0	-11%	4%	0.2	-4%	0.8
O=C1C=C(c2ccccc2)OC2(CCCC2)O1	-18%	-2	-9	4	-10%	-2%	-0.2	4%	-1.7
COc1ccccc1C(=O)Nc1nnc(S(=O)(=O)N(C)Cc2ccccc2)s1	15%	9	-4	1	-15%	5%	-0.7	13%	-0.6
Cc1ccc(/C=N/NS(=O)(=O)c2ccccc2)o1	-9%	3	-1	5	-14%	-8%	2.1	7%	0.5
COc1cc(NC(=O)CNC(=O)Cn2ccc3ccccc3c2=O)cc(OC)c1OC	25%&-3%	1	4&6	0&-4	-18%&-6%	11%	0.0&-0.8	0%&-6%	0.6&-0.5
Cc1cccc(C)c1NC(=O)Cn1c(=O)n(CCC(=O)NCc2ccco2)c(=O)c2sccc21	20%	-1	-5	-5	-15%	9%	0.5	-1%	0.3
O=C(CCS(=O)(=O)c1ccc2c(c1)NC(=O)CS2)NCc1cccs1	26%	0	9	-2	-14%	8%	-0.5	0%	-0.2
CC(=O)c1cccc(NC(=O)Nc2sc3nc4n(c(=O)c3c2C)CCC(C)CC4)c1 (stereo unspecified)	4%	.	13	2	-18%	-6%	-0.2	-2%	-0.1
COc1cccc(CN2CCCC(C(=O)Nc3ccc(-c4cscn4)cc3)C2)c1 (stereo unspecified)	19%	0	4	-7	-2%	1%	-0.5	0%	0.5
COC(=O)Cc1cc(=O)oc2cc(O)ccc12	-6%[57.1 µM]	-6	5	2	-11%	520%[activator][57.1 µM]	-0.2	10%	0.1
CCN(c1ccccc1)c1nnc(NC(=O)Nc2ccccc2F)s1	3%	.	0	0	4%	-10%	0.3	10%	-0.3
Cc1cc(C)n(-c2ncnc3sc4c(c23)CC(C)CC4)n1 (stereo unspecified)	25%	-6	19	4	-6%	36%[activator]	3.3	5%	-0.3

2 consecutive compounds already listed:
SMILES	rTrxR1 inhibitor	D2 antag	TRHR enhancer	PI4K2A block	USP1 inh	TrxR1 substrate	D2 ag	mIDH1 inhibitor	TRHR ag
CCCc1nc(SCC(=O)NCC2CCCO2)c2c(=O)n(C)c(=O)n(C)c2n1 (stereo unspecified)	13%	1	2	0	-11%	4%	0.2	-4%	0.8
O=C1C=C(c2ccccc2)OC2(CCCC2)O1	-18%	-2	-9	4	-10%	-2%	-0.2	4%	-1.7

Screening results deposited in PubChem BioAssay by National Center for Advancing Translational Sciences (NCATS).
